Screening results: PubChem, Broad Institute
RAD52 inh: RAD52 DNA annealing inhibitors, primary screen, biochemical, FRET, single point, set 2 | DNA repair protein RAD52 homolog (Homo sapiens), P43351 | recombinant RAD52 DNA annealing, FRET fluorescence | inhibition, % at 18.7 µM | 360,000 tested, 0.46% active | AID 651710, 2012;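 active = every replicate showing at least 50% inhibition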
FN deposition inh: inhibitors of fibronectin matrix deposition, primary screen, AH1F cells, Alexa488-fibronectin fluorescence, plate reader; inhibition, % at 12.6 µM; 350,000 tested, 0.086% active; AH1F fibroblasts, overnight; AID 743247, 2014;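 active = mean inhibition across replicates of 30% or more, regardless of how many single replicates reach that level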;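 also: positive control wells lacked labelled fibronectin entirely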
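Assay system: AH1F fibroblasts / Quantity: 10000 cells per well / Medium: DMEM plus 2% serum, read in PBS / Reagent: labelled fibronectin 24 nM / Dosing: single dose, pinned / Times: 1 h cell attachment, overnight exposure to compound and label / Signal: fluorescence, ex 485 nm, em 525 nm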
RAD54 inh: inhibitors of human RAD54 branch migration, primary screen, biochemical, fluorescence, single point | 360,000 tested, 0.14% active | DNA repair and recombination protein RAD54-like (Homo sapiens), Q92698 | inhibition, % at 10.4 µM | AID 602329, 2012 | RAD54 Holliday junction branch migration, FAM/BHQ fluorescence;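 active = mean normalized replicate activity at least 40 and at least half of replicates scoring 40 or more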;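 also: 0% = median of neutral control wells and 100% = median of positive control wells; inhibitors cause a drop in the FAM fluorescence signal; in these data hits start at about 50%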
Target sequence (Q92698 whole entry, looked up): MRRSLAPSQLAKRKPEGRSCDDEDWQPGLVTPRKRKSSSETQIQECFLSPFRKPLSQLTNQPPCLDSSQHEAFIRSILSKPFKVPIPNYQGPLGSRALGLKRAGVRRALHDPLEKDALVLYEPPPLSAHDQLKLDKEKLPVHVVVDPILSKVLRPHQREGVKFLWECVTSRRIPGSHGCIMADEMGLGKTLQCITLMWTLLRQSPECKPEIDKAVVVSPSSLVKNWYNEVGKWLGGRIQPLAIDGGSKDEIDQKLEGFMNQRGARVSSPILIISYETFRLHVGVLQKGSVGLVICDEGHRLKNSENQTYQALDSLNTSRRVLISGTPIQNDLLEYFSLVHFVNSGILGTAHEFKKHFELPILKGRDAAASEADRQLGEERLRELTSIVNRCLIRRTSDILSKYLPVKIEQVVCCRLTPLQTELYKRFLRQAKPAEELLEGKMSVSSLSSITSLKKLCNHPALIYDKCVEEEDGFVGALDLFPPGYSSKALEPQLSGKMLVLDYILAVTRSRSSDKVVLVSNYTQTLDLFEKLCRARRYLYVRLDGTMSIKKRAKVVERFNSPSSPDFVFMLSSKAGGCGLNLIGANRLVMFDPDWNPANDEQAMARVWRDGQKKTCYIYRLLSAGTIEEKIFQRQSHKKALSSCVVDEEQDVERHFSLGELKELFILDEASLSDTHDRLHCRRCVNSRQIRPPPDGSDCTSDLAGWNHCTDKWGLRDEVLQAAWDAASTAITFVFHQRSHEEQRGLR
E-selectin induc: E-selectin induction in HUVECs, primary screen, imaging, HUVEC, immunofluorescence imaging, single point; AID 686992, 2013; activation, % at 7.58 µM; normalized: neutral wells 0, TNF-alpha wells 100; P16581; 260,000 tested, 0.37% active;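 active = mean E-selectin-positive cell signal at least 10% of the positive control, reached in at least 60% of replicates, without over 20% cell loss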;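 also: in these data hits start at about 27%; measured in HUVEC primary endothelial cells; signal is the percent of cells scored E-selectin positive by PE staining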
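System: HUVEC, human umbilical vein endothelial cells; quantity: 3,000 cells/well; buffer or medium: EGM-2 medium, gelatin-coated wells; dosing: single-point compound dose; detection: immunofluorescence imaging; evaluation: % PE-positive cells; benchmarks: TNF-alpha, DMSO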
Xi reactivation: activators of inactive X chromosome reactivation, primary screen, imaging, XiGFP fibroblasts, GFP high-content imaging, set 2 | XiGFP mouse fibroblasts, % GFP-positive cells imaging, 3 d; cells co-treated with 5-aza-dC sensitizer; scaled so ellipticine positive control = 100% | activation, % at 7.58 µM | 360,000 tested, 0.055% active;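 active = mean normalized replicate activation at least 10% and every replicate at or above 10%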;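 also: 0% = median of on-plate neutral control wells and 100% = ellipticine 6 µM median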
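material = 68-5-11 XiGFP fibroblast line | medium = DMEM plus 5-aza-dC sensitizer | schedule = 3 days compound exposure | benchmarks = positive control ellipticine, 6 µM final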
esBAF inh: Bmi1 luciferase reporter increase in mESCs, primary screen, esBAF inhibitor project, mouse ES cells, Bmi1 luciferase knock-in, single point; 24 h; 100% = twice the neutral-well signal; reporter increase, % at 12.5 µM; 350,000 tested, 2% active; AID 602393, 2012; in the data active = activation above about 40%;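 also: 0% = median of the plate's neutral control wells and 100% = double that signal; a rise in the Bmi1 reporter signal indicates esBAF inhibition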
EWS-Fli block: EWS/Fli-driven NR0B1 reporter inhibitors, primary screen, A673 cells, NR0B1 luciferase, luminescence, MLPCN library | AID 651661, 2012 | viability-normalised | inhibition, % at 12.6 µM | 350,000 tested, 0.67% active;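 active = mean inhibition of at least 50% after viability correction, with every replicate also passing that limit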;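 also: firefly luciferase signal divided by Alamar Blue viability fluorescence both relative to DMSO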
S100A4 inh HTS: inhibitors of S100A4-myosin IIA peptide binding, primary screen, biochemical, fluorescence polarization, TAMRA-MyoIIA peptide; inhibition, % at 10.7 µM; 360,000 tested, 0.14% active;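 active = mean inhibition of at least 70% across replicates, with every replicate also reaching that level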
Target sequence (P26447 whole entry, looked up): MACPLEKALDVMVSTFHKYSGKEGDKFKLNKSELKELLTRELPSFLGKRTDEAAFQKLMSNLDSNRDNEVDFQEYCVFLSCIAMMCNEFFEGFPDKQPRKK
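Test system: S100A4 monomer protein; Medium: HEPES pH 7.2 with CaCl2, KCl, NaCl, DTT, Triton; Probe or stimulus: TAMRA-labelled myosin IIA heavy-chain peptide probe, 5 nM; Doses: one dose per compound; Times: polarization read 5 min after assay mix addition, stable 5–60 min; Benchmarks: neutral control DMSO, positive control TFP.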
An asterisk follows results filed as active; · = no result given.

SMILES | RAD52 inh | FN deposition inh | RAD54 inh | E-selectin induc | Xi reactivation | esBAF inh | EWS-Fli block | S100A4 inh HTS
COCC(=O)N1C[C@H](C)[C@@H](OC)CN(C)C(=O)c2cc(NC(=O)c3cc(C)on3)ccc2OC[C@@H]1C | 1 | 2 | -6 | -0.2 | 0.3 | 2 | 1 | 1
COCCNC(=O)C1(C)CCCN(Cc2ccc(Oc3ccccc3)cc2)C1 (configuration not stated) | -15 | -2 | -20 | 0.0 | 0.0 | -1 | 1 | -5
COc1ccc(OC)c(S(=O)(=O)Nc2ccc(F)cc2)c1 | -16 | · | 11 | · | · | 9 | -3 | 2
CC(C)NS(=O)(=O)c1ccc(OCC(=O)Nc2ccc3c(c2)OCO3)cc1 | -11 | -7 | · | · | 0.0 | · | 6 | -6
CC(C)(CO)C(O)C(=O)NCCC#N (configuration not stated) | -5 | · | 4 | · | · | -2 | 1 | -4
CCC(C)(C)NC(=O)C(c1ccc(OC)cc1)N(C(=O)CCC(=O)Nc1cc(C)on1)c1ccc2c(c1)OCCO2 (configuration not stated) | -7 | 3 | -16 | · | 0.1 | 0 | 16 | -4
O=C1NC(Cc2ccc(O)cc2)c2nc3cc(Cl)ccc3c(=O)n2-c2cc3ccccc3cc21 (configuration not stated) | -13 | 8 | -2 | 1.3 | 0.6 | 20 | 47 | -1
COCC(=O)N(C)C[C@H]1Oc2cc(C3=CCCC3)ccc2S(=O)(=O)N([C@H](C)CO)C[C@@H]1C | -20 | · | 2 | 2.0 | 0.6 | 4 | -15 | 5
Cc1cccc(-n2cc(-c3ccc([N+](=O)[O-])cc3)[nH]c2=S)c1 | -11 | -9 | 3 | · | 0.0 | 32 | -36 | 3
CN1C(=O)c2cc(NC(=O)c3ccc4c(c3)OCO4)ccc2OC[C@@H]2O[C@H](CC(=O)O)CC[C@@H]21 | -5 | 3 | 4 | 0.1 | 0.0 | -3 | 0 | 0
CCOC(=O)Cn1cncc1-c1ccc([N+](=O)[O-])cc1 | · | -1 | 5 | -0.2 | 0.0 | · | · | ·
COc1ccc2c(c1)c1ncn(Cc3ccccn3)c(=O)c1n2C | -9 | -15 | · | 0.0 | -0.1 | · | 10 | -4
COC(=O)/C=C/c1c(C)[nH]c(=O)[nH]c1=O | -5 | 6 | · | 9.8 | · | -5 | 0 | 4
CC(C)N(Cc1ccccc1)C(=S)Nc1cccnc1 | -1 | 8 | · | 11 | -0.1 | · | 1 | -2
Cc1ccc(NC(=S)N2CCN(C)CC2)c(C)c1 | -15 | 2 | · | · | 0.1 | · | 1 | -1
COc1ccc(CNC(=O)COC(=O)CCC2CCCCC2)cc1 | · | -7 | 3 | · | 0.0 | -8 | · | ·
CC(NS(=O)(=O)/C=C/c1ccccc1)C(=O)NCCc1ccc(S(N)(=O)=O)cc1 (configuration not stated) | -17 | -3 | -4 | 0.9 | 0.4 | 7 | 1 | 6
O=C1CN(Cc2ccc(F)cc2)C[C@H]2[C@@H](c3ccc(-c4ccccc4F)cc3)[C@@H](CO)N12 | 1 | · | · | -0.6 | 0.0 | · | 0 | 29
CCc1nc2ccc(C(=O)NCCCn3ccnc3)cn2c1N(C)C(=O)COc1ccccc1 | -6 | 4 | -13 | 3.7 | 0.3 | -2 | -11 | 4
Cc1c(C)n(CCCN(C)C)c2ncnc(NCc3ccccc3)c12 | -2 | 2 | -2 | 0.1 | 0.0 | 4 | -6 | 4
O=S(=O)(Nc1ccc(-c2cn3ccccc3n2)cc1)c1ccccc1 | -14 | -1 | -7 | 0.0 | 0.1 | 21 | -47 | -4
CCCc1cn(CC[C@H]2CC[C@H](NC(=O)C3CCCC3)[C@@H](CO)O2)nn1 | -1 | 8 | -2 | -0.1 | 0.2 | 10 | 4 | 1
C[C@@H]1CN([C@@H](C)CO)C(=O)Cc2cc(NS(=O)(=O)c3ccc(F)cc3)ccc2O[C@H]1CN(C)S(=O)(=O)c1cn(C)cn1 | 0 | · | 6 | -0.3 | -0.5 | -5 | -1 | -7
COc1cccc(/C=C/C(=O)N2CCN(c3n[nH]c(=O)[nH]c3=O)CC2)c1OC | 4 | -16 | -12 | 2.2 | 0.0 | -2 | 10 | -4
CCC(C)C(=O)Nc1nc2ccc(OC)cc2s1 (configuration not stated) | -10 | -6 | -3 | 3.8 | 0.0 | · | -114 | -3

An excerpt from above in order of their number in RAD52 inh, lowest first.
smiles	RAD52 inh	esBAF inh	S100A4 inh HTS
COc1ccc(OC)c(S(=O)(=O)Nc2ccc(F)cc2)c1	-16	9	2
CC(C)N(Cc1ccccc1)C(=S)Nc1cccnc1	-1	·	-2
O=C1CN(Cc2ccc(F)cc2)C[C@H]2[C@@H](c3ccc(-c4ccccc4F)cc3)[C@@H](CO)N12	1	·	29
COc1cccc(/C=C/C(=O)N2CCN(c3n[nH]c(=O)[nH]c3=O)CC2)c1OC	4	-2	-4

(listing goes on)
SMILES | RAD52 inh | FN deposition inh | RAD54 inh | E-selectin induc | Xi reactivation | esBAF inh | EWS-Fli block | S100A4 inh HTS
Cc1cccc(N2C(=O)CS/C2=N\NC(=O)c2cccnc2)c1C | -5 | -2 | · | · | 0.0 | · | -4 | 1
CC(C)C(C(=O)NCc1ccco1)N(Cc1ccco1)C(=O)CNS(=O)(=O)c1ccccc1 (configuration not stated) | -18 | 1 | -4 | · | 0.0 | -2 | 1 | -1
Cc1ccccc1/C=N/n1c(-c2ccccn2)n[nH]c1=S | -18 | -5 | -6 | · | -0.1 | -2 | 9 | -3
Brc1cc2c(cc1/C=N/Nc1nc(N3CCOCC3)nc(N3CCOCC3)n1)OCO2 | -9 | 2 | · | · | 0.1 | · | 8 | -1
O=C(C[C@H]1CC[C@H]2[C@@H](COC[C@@H](O)CN2C(=O)Nc2ccc(Cl)cc2)O1)NCC1CCCCC1 | 5 | -2 | 6 | 0.0 | -0.1 | 18 | -43 | 4
N#Cc1ccc(COC(=O)c2ccccn2)cc1 | -9 | 13 | · | 0.3 | 0.0 | · | 14 | -2
Cc1cc(NC(=O)Cn2nc(-c3cccs3)ccc2=O)cc(C)c1Br | -8 | -16 | 11 | · | 0.2 | 1 | · | -6
COCCNc1nc2nonc2nc1NC(C)c1ccccc1Cl (configuration not stated) | -30 | -5 | · | · | 0.7 | · | 13 | 3
CCC(=O)N1C[C@H]2[C@@H](c3ccccc31)[C@@H](CO)N2C(=O)CC1CC1 | -4 | 11 | 8 | 0.5 | 0.0 | -5 | 7 | 11
CC(=O)Nc1cc(C(=O)N2CCc3ccccc3C2)ccc1Sc1ccc(F)cc1 | · | -14 | -8 | 0.0 | -0.1 | · | · | ·
Cc1ccc(C(=O)OCc2nc3ccccc3s2)o1 | -7 | 0 | · | -1.8 | -0.1 | 31 | -68 | -4
C=C1C[C@@H]2C[C@@H]2CN(S(=O)(=O)c2ccc(C)cc2)[C@@H]1c1ccco1 | -40 | -5 | · | 0.0 | 0.0 | · | 8 | -4
O=C(NN=Cc1ccc2c(c1)CCC2)c1ccccc1O | -7 | -6 | 0 | -0.1 | 0.0 | 59* | -45 | 3
CCSc1cc(N2CCOCC2)nc(-c2ccccc2)n1 | -8 | 9 | · | · | 0.2 | · | 5 | -1
CC(=O)c1ccc(Oc2nc3c(c(=O)n(C)c(=O)n3C)n2C)cc1 | -10 | 2 | -1 | 3.3 | 0.3 | -7 | -4 | 0
COc1ccc(S(=O)(=O)Nc2ccc3c(c2)CC(=O)N([C@H](C)CO)C[C@H](C)[C@@H](CN(C)S(=O)(=O)c2ccc(F)cc2)O3)cc1 | · | · | -11 | -12 | 0.0 | -1 | 13 | ·
COc1ccc(CCNC(=O)Nc2nc(C(N)C3CCCCC3)cs2)cc1OC (configuration not stated) | -24 | -1 | -13 | -0.1 | 0.1 | 5 | -1 | -1
CC(C)CC#Cc1ccc([C@@H]2[C@@H](CO)N3C(=O)CN(C(=O)c4ccccn4)C[C@@H]23)cc1 | -7 | -4 | · | -0.3 | 0.0 | · | -2 | -4
O=c1[nH]nc(-c2ccc(NCCCO)c([N+](=O)[O-])c2)c2ccccc12 | 8 | 1 | 19 | -0.1 | 0.0 | -8 | 18 | -1
O=C(COC(=O)CNC(=O)c1ccccc1)NC(=O)NC1CCCCC1 | -5 | -2 | -6 | 0.6 | 0.0 | -8 | 4 | -3
Nn1cnnc1SCC(=O)N1CCc2ccccc2C1 | -7 | 4 | 1 | · | 0.0 | -4 | -2 | -2
Cc1cc(NC(=O)CSc2c(C)[nH]c3ccccc23)no1 | 3 | 0 | 1 | -0.2 | -0.1 | -1 | 2 | 0
Nc1n[nH]c(N)c1N=Nc1ccc(F)cc1 | 1 | 2 | · | · | 0.0 | · | -19 | 51
COc1cccc(COC(=O)Nc2ccccc2F)c1 | 8 | 2 | -18 | · | 0.0 | 39 | -101 | -7
CCc1cnc(N2[C@@H](C#N)[C@@H](c3ccc(C#CC(C)C)cc3)[C@@H]2CO)s1 | -40 | 5 | 9 | 0.2 | 0.0 | -1 | -8 | -5

Next section, overlapping the part above by 2 compounds.
SMILES | RAD52 inh | FN deposition inh | RAD54 inh | E-selectin induc | Xi reactivation | esBAF inh | EWS-Fli block | S100A4 inh HTS
COc1cccc(COC(=O)Nc2ccccc2F)c1 | 8 | 2 | -18 | · | 0.0 | 39 | -101 | -7
CCc1cnc(N2[C@@H](C#N)[C@@H](c3ccc(C#CC(C)C)cc3)[C@@H]2CO)s1 | -40 | 5 | 9 | 0.2 | 0.0 | -1 | -8 | -5
CCOC(=O)NC1=NCC(C)(C)S1 | -2 | 2 | · | 0.0 | 0.1 | · | -14 | 1
CCOCCOC(=O)C1=C(C)NC(=O)NC1c1cc2c(cc1Br)OCO2 (configuration not stated) | -1 | -1 | -3 | 0.1 | 0.6 | -4 | -14 | -2
COc1cccc(CNS(=O)(=O)c2c(C(=O)N3CCCCC3)c(C)n(C)c2C)c1 | -14 | 0 | -16 | · | 0.1 | -1 | · | -4
Cc1noc(C)c1S(=O)(=O)Nc1ccc2c(c1)CC(=O)N([C@@H](C)CO)C[C@H](C)[C@@H](CN(C)S(=O)(=O)c1ccc(F)cc1)O2 | 8 | · | -1 | -0.2 | -1.1 | 0 | -5 | 12
C[C@@H]1CN([C@@H](C)CO)C(=O)c2cccc(NC(=O)c3nc4ccccc4s3)c2O[C@@H]1CN(C)C(=O)Nc1ccc(F)cc1 | -15 | 1 | 2 | 0.0 | -0.1 | 0 | -7 | 17
O=c1ccc(Cl)nn1-c1ccccc1 | -10 | 1 | -5 | · | 0.1 | · | 2 | -5
CCC(=O)N(Cc1cc(=O)[nH]c2ccccc12)c1ccccc1C | -4 | -3 | -4 | · | -0.1 | · | 3 | 0
C[C@H]1CCCCO[C@H](CN(C)CC2CCCCC2)[C@@H](C)CN([C@@H](C)CO)C(=O)c2cc(NS(C)(=O)=O)ccc2O1 | 2 | -8 | 3 | 0.3 | 0.1 | -2 | -1 | 3
CCCN(Cc1nnc(-c2ccccc2Cl)o1)C(=O)c1cccc(S(=O)(=O)N2CCOCC2)c1 | -10 | · | 10 | -0.1 | 0.2 | 7 | · | 1
